AID2073: inhibitors of Mint1-CaV2.2 protein interaction, biochemical, HTRF (AID 2073). Voltage-dependent N-type calcium channel subunit alpha-1B (Homo sapiens). HTRF protein-protein interaction, Mint1-CaV2.2; higher % means a stronger effect. inhibition, % at 20 µM, or IC50 in µM where a hit was titrated. hit rate 0.19% among 290,000; in the data active means inhibition mostly above about 51%, no sharp cut-off; inconclusive means no clear call, values can overlap the other calls; inactive means mostly below about 53%; further: some results filed as inactive read as strong as hits
SIAH1 antagonists: Siah-1 peptide-binding antagonists, primary screen, biochemical, fluorescence polarization, rhodamine-plectin, uHTS (AID 1817); hit rate 0.02% among 290,000; displacement, % at 20 µM, or IC50 in µM where a hit was titrated; Siah-1 / rhodamine-plectin peptide fluorescence polarization; higher % means a stronger effect;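 active means displacement of at least 50% at 20 µM, with a fluorescence ratio check between 0.3 and a set limit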;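 further: plate controls were Siah plus tracer with DMSO for no effect and tracer alone without Siah for full effect; strong numbers were not always called active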
LYP inhibition: inhibitors of LYP phosphatase, biochemical, fluorescence intensity, uHTS (AID 1779). Tyrosine-protein phosphatase non-receptor type 22 (Homo sapiens). recombinant LYP phosphatase, fluorescence intensity; higher % means a stronger effect. inhibition, % at 11.5 µM; hits with a dose series show IC50 in µM. hit rate 0.054% among 290,000; in the data active means inhibition above about 50%;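 further: plate controls were vehicle with enzyme for no effect and no enzyme for full effect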
The depositor's hits bear a star.

Cc1ccc(NS(=O)(=O)c2c(C(=O)N3CCOCC3)c(C)n(C)c2C)cc1C was read as AID2073 3.8%, SIAH1 antagonists 4.0% and LYP inhibition -8.4%.
CC1C(=O)Nc2ccccc2N1C(=O)c1ccc(O)cc1 (configuration not stated) was read as AID2073 -2.6%, SIAH1 antagonists -1.7% and LYP inhibition -3.5%.
Screening COc1ccc(N2CCN(C(=O)c3ccc(C)c(NC(=O)C4=C(C)OCCS4)c3)CC2)cc1 returned AID2073 1.5%, SIAH1 antagonists 16.5% and LYP inhibition -4.3%.
`COC(=O)c1ccc(C(=O)NC2CCCc3c2cnn3-c2ccccc2F)nc1` (configuration not stated) gave AID2073 -5.4%, SIAH1 antagonists 9.1% and LYP inhibition -13.4%.
CCc1ccc(C(=O)N/N=C(\C)c2ccncc2)s1 was read as AID2073 -5.0%, SIAH1 antagonists 1.7% and LYP inhibition -2.8%.
Screening O=C(c1ccc(OC2CCN(CCO)CC2)cc1)N1CCCC1 returned AID2073 -0.9%, SIAH1 antagonists 1.6% and LYP inhibition -9.3%.
COc1ccccc1NC(=O)Cn1c2ccc(F)cc2c2nc3n(c(=O)c21)CCS3 was read as AID2073 15.7%, SIAH1 antagonists 0.8% and LYP inhibition -5.8%.
Screening COc1ccccc1CCNC(=O)C1CCN(C(=O)/C=C/c2ccccc2)CC1 returned AID2073 -10.4%, SIAH1 antagonists 0.0% and LYP inhibition -13.3%.
For Cc1ccsc1C(=O)N(CC(C)C)c1c(N)n(Cc2ccccc2)c(=O)[nH]c1=O the results were AID2073 inconclusive, SIAH1 antagonists -7.6% and LYP inhibition -9.3%.
COc1ccc(S(=O)(=O)NNC(=O)Nc2ccc(C)cc2C)c(OC)c1 was read as AID2073 -3.3%, SIAH1 antagonists -0.7% and LYP inhibition -8.9%.
`CCc1n[nH]c(=S)n1/N=C/c1c(O)ccc2ccccc12` gave AID2073 0.4%, SIAH1 antagonists -3.3% and LYP inhibition 0.7%.
`COc1ccc(S(=O)(=O)NCC(=O)NCc2cc(=O)n(C)c(=O)n2C)cc1C` gave AID2073 5.7%, SIAH1 antagonists 6.5% and LYP inhibition -0.3%.
For CCOc1ccc(S(=O)(=O)N(CC(=O)Nc2cccnc2)c2ccc(F)cc2)cc1 the results were AID2073 7.5%, SIAH1 antagonists 7.0% and LYP inhibition -6.5%.
`COc1ccc(C(=O)NC2CCc3ccccc32)cc1OC1CCN(C(C)C)CC1` (configuration not stated) gave AID2073 5.7%, SIAH1 antagonists 10.7% and LYP inhibition -9.0%.
`CC(=O)c1ccc(NC(=O)C2CCCO2)cc1` (configuration not stated) gave AID2073 15.2%, SIAH1 antagonists -2.5% and LYP inhibition -9.3%.
`O=C(O)c1cccc(NC(=O)c2ccc3c(c2)C(=O)N(C2CCCCC2)C3=O)c1` gave AID2073 -0.6%, SIAH1 antagonists 6.7% and LYP inhibition -10.6%.
For COc1cc(/C=N\NC(=O)c2ccc(-c3ccccc3)cc2)cc(OC)c1O the results were AID2073 -1.8%, SIAH1 antagonists 0.6% and LYP inhibition 5.2%.
`Cc1ccc(C(=O)NCC(=O)Nc2ccc(F)c(F)c2F)cc1` gave AID2073 1.2%, SIAH1 antagonists 2.8% and LYP inhibition -6.7%.
`Nc1nnnn1/N=C/c1ccc(Br)cc1` gave AID2073 1.6%, SIAH1 antagonists 6.4% and LYP inhibition -3.3%.
For O=C(NC1CCCCC1)c1cc(S(=O)(=O)N2CCOCC2)ccc1Cl the results were AID2073 -1.1%, SIAH1 antagonists -4.4% and LYP inhibition -2.7%.
For COc1ccc(C(=O)NCCCc2ccccc2)cc1OC the results were AID2073 12.2%, SIAH1 antagonists -5.9% and LYP inhibition -2.9%.
Screening Cc1ccc(S(=O)(=O)N2CCN(CCNC(=O)C(=O)Nc3ccc(F)cc3)CC2)cc1 returned AID2073 12.3%, SIAH1 antagonists 3.7% and LYP inhibition -4.4%.
`COc1ccc(CCNC(=O)c2cc3c(F)cccc3s2)cc1OC` gave AID2073 11.2%, SIAH1 antagonists -0.4% and LYP inhibition -5.1%.
For Cc1cc(C)cc(C(=O)NCCN2CCOCC2)c1 the results were AID2073 10.0%, SIAH1 antagonists 3.7% and LYP inhibition -7.6%.

Pulled one by one from above, 5 records:
`COC(=O)c1ccc(C(=O)NC2CCCc3c2cnn3-c2ccccc2F)nc1` (configuration not stated) gave AID2073 -5.4%, SIAH1 antagonists 9.1% and LYP inhibition -13.4%.
For CCOc1ccc(S(=O)(=O)N(CC(=O)Nc2cccnc2)c2ccc(F)cc2)cc1 the results were AID2073 7.5%, SIAH1 antagonists 7.0% and LYP inhibition -6.5%.
`O=C(O)c1cccc(NC(=O)c2ccc3c(c2)C(=O)N(C2CCCCC2)C3=O)c1` gave AID2073 -0.6%, SIAH1 antagonists 6.7% and LYP inhibition -10.6%.
CC1C(=O)Nc2ccccc2N1C(=O)c1ccc(O)cc1 (configuration not stated) was read as AID2073 -2.6%, SIAH1 antagonists -1.7% and LYP inhibition -3.5%.
`COc1ccc(C(=O)NC2CCc3ccccc32)cc1OC1CCN(C(C)C)CC1` (configuration not stated) gave AID2073 5.7%, SIAH1 antagonists 10.7% and LYP inhibition -9.0%.

Next section.
COc1cccc(CCNC(=O)CCc2nnc(-c3cc(C)oc3C)o2)c1 was read as AID2073 -1.4%, SIAH1 antagonists -1.7% and LYP inhibition -10.0%.
For CCOc1c(OC)cccc1C(=O)NCC1(c2ccccc2)CCCC1 the results were AID2073 8.8%, SIAH1 antagonists 4.8% and LYP inhibition 3.0%.
For Cc1ccc(C(=O)CSc2cc(C)[nH]c(=O)n2)cc1 the results were AID2073 7.3%, SIAH1 antagonists 6.1% and LYP inhibition -6.8%.
Screening Cc1cc(NC(=O)CCC(=O)N(CCC(C)C)C(C(=O)NC2CCCC2)c2ccccc2C)no1 (configuration not stated) returned AID2073 -4.5%, SIAH1 antagonists 3.0% and LYP inhibition -1.8%.
Screening COc1ccc(C2CC(c3ccccc3)=NN2C(=O)c2ccc(F)cc2)cc1 (configuration not stated) returned AID2073 10.1%, SIAH1 antagonists 2.1% and LYP inhibition -0.5%.
For Cc1cc(S(=O)(=O)N2CCOCC2)ccc1OCC(=O)NCCCn1ccnc1 the results were AID2073 15.1%, SIAH1 antagonists 0.2% and LYP inhibition -6.4%.
Cc1ccc(Cl)cc1N1CCN(C(=O)C2CCC(=O)N(C3CCCCCC3)C2)CC1 (configuration not stated) was read as AID2073 0.2%, SIAH1 antagonists -0.5% and LYP inhibition -0.8%.
Cc1ccccc1C(=O)NCCNC(=O)c1ccccn1 was read as AID2073 0.9%, SIAH1 antagonists 11.9% and LYP inhibition -11.5%.
CC(=O)c1ccc(OCCCC(=O)NC2CCCCC2C)cc1 (configuration not stated) was read as AID2073 -7.1%, SIAH1 antagonists -4.5% and LYP inhibition -8.5%.
CS(=O)(=O)c1nc(S(=O)(=O)c2ccc(Cl)cc2)c(NCCCN2CCOCC2)s1 was read as AID2073 8.0%, SIAH1 antagonists 0.0% and LYP inhibition -8.0%.
For COc1ccc(CN2C(=NC(=O)C3CC3)SC3CS(=O)(=O)CC32)cc1 (configuration not stated) the results were AID2073 -2.2%, SIAH1 antagonists 6.7% and LYP inhibition -8.5%.
For CC1(C)NC(=O)N(CC(O)CN(c2ccccc2)S(=O)(=O)c2ccc([N+](=O)[O-])cc2)C1=O (configuration not stated) the results were AID2073 7.4%, SIAH1 antagonists -0.8% and LYP inhibition -4.7%.
`COc1ccc(CCN(C)C(=O)C2CCCN(C3CCN(Cc4ccccc4)CC3)C2)cc1OC` (configuration not stated) gave AID2073 -2.8%, SIAH1 antagonists 14.9% and LYP inhibition -12.7%.
`Cc1nc(NC(=O)c2ccccc2)sc1C` gave AID2073 4.9%, SIAH1 antagonists 1.7% and LYP inhibition -4.7%.
For Cc1ccc(C(OC(=O)c2ccco2)C(=O)NC(C)(C)C)cc1 (configuration not stated) the results were AID2073 5.1%, SIAH1 antagonists 1.4% and LYP inhibition -6.4%.
`CC1=C(C(=O)Nc2ccccc2C(=O)NC2CCCCC2)SCCO1` gave AID2073 13.8%, SIAH1 antagonists -3.2% and LYP inhibition -5.3%.
COc1cc(CN2CCN(C3CCC3)CC2CCO)cc(OC)c1 (configuration not stated) was read as AID2073 9.3%, SIAH1 antagonists -1.8% and LYP inhibition -7.0%.
For COc1ccc(C(C(=O)NCC2CCCO2)N(C(=O)c2snc(C(N)=O)c2N)c2ccc(C)cc2)cc1OC (configuration not stated) the results were AID2073 9.2%, SIAH1 antagonists 1.7% and LYP inhibition -7.8%.
Cc1ccc(C(C)C)c(OCC(=O)NC(=S)Nc2ccccc2N2CCOCC2)c1 was read as AID2073 1.7%, SIAH1 antagonists -2.0% and LYP inhibition -1.2%.
For CC(=O)c1ccc(N2CCN(C(=O)C3CCN(S(=O)(=O)c4ccc5c(c4)CC(C)N5C(C)=O)CC3)CC2)cc1 (configuration not stated) the results were AID2073 -3.2%, SIAH1 antagonists -2.8% and LYP inhibition -6.0%.
`CC(C)CC(=O)Nc1c2c(nn1-c1ccc(F)cc1)CS(=O)(=O)C2` gave AID2073 13.0%, SIAH1 antagonists 7.1% and LYP inhibition -4.0%.
O=[N+]([O-])c1ccc(NC(=S)N2CCc3ccccc32)cc1 was read as AID2073 -19.6%, SIAH1 antagonists -4.5% and LYP inhibition -4.5%.
Screening CCC(C(=O)NC1CCCC1)N(C(=O)Cn1nnc(-c2ccc(C)o2)n1)c1cccc(O)c1 (configuration not stated) returned AID2073 20.2%, SIAH1 antagonists -0.3% and LYP inhibition -9.1%.
COc1ccc(/C=C2/SC(=O)N(CCC(=O)Nc3ccccc3C(=O)O)C2=S)cc1 was read as AID2073 9.6%, SIAH1 antagonists -3.2% and LYP inhibition -5.2%.

Not a retest: entries from further up.
For Cc1ccc(C(OC(=O)c2ccco2)C(=O)NC(C)(C)C)cc1 (configuration not stated) the results were AID2073 5.1%, SIAH1 antagonists 1.4% and LYP inhibition -6.4%.
`CC1=C(C(=O)Nc2ccccc2C(=O)NC2CCCCC2)SCCO1` gave AID2073 13.8%, SIAH1 antagonists -3.2% and LYP inhibition -5.3%.

Further entries.
For Cc1c(C(=O)Nc2c3c(nn2C(C)(C)C)CS(=O)(=O)C3)cccc1[N+](=O)[O-] the results were AID2073 6.3%, SIAH1 antagonists -0.1% and LYP inhibition -12.1%.
`COc1ccc(NC(=O)CCNC(=O)Cn2ccc3ccccc3c2=O)cc1OC` gave AID2073 -5.9%, SIAH1 antagonists 3.5% and LYP inhibition -4.7%.
`CC(C)CCNC(=O)C1CCN(S(=O)(=O)c2ccc3c(c2)CC(C)N3C(=O)C2CCC2)CC1` (configuration not stated) gave AID2073 -10.3%, SIAH1 antagonists -4.0% and LYP inhibition -3.8%.
For CCc1ccc(NC(=S)N2CCC(NC(=O)c3ccccc3OC)CC2)cc1 the results were AID2073 -10.8%, SIAH1 antagonists -0.4% and LYP inhibition -0.7%.
Screening O=C(N/N=C\c1cccnc1)c1ccc(Br)s1 returned AID2073 8.3%, SIAH1 antagonists 2.8% and LYP inhibition -2.0%.
`CC(=O)Nc1cccc(C(=O)NC(C)c2ccc(-n3ccnc3)cc2)c1` (configuration not stated) gave AID2073 4.3%, SIAH1 antagonists -0.6% and LYP inhibition -15.3%.
For COc1cccc(/C=C/C(=O)Nc2ccc(C(=O)Nc3cccc(S(N)(=O)=O)c3)cc2)c1OC the results were AID2073 40.0%, SIAH1 antagonists -5.4% and LYP inhibition -5.9%.
For CCOc1ccccc1NC(=O)N1CCCC1C(=O)NCc1ccco1 (configuration not stated) the results were AID2073 10.1%, SIAH1 antagonists -4.1% and LYP inhibition -2.4%.
Screening Cc1ccc(N=Nc2c(C)[nH]n(-c3ccccc3)c2=O)cc1Br returned AID2073 -5.7%, SIAH1 antagonists 0.0% and LYP inhibition -11.3%.
`O=C(CCc1nnc2ccc(N3CCCC3)nn12)Nc1ccc(F)c(F)c1` gave AID2073 1.9%, SIAH1 antagonists 6.4% and LYP inhibition -11.5%.
For O=C(C(=O)N1CCN(c2cccc(Cl)c2)CC1)c1cn(CC(=O)N2CCOCC2)c2ccccc12 the results were AID2073 9.7%, SIAH1 antagonists 4.6% and LYP inhibition 3.4%.
For COc1ccc(NS(=O)(=O)c2ccc(F)c(Cl)c2)cn1 the results were AID2073 -3.4%, SIAH1 antagonists 16.5% and LYP inhibition -0.1%.
For O=C(N/N=C/c1ccoc1)c1ccccc1Br the results were AID2073 2.6%, SIAH1 antagonists 3.3% and LYP inhibition -6.2%.
For Cc1ccc(S(=O)(=O)N(CCCN(C)C)Cc2ccc3c(c2)OCO3)cc1 the results were AID2073 4.2%, SIAH1 antagonists -8.2% and LYP inhibition -7.4%.
COc1ccccc1CNC(=O)CCS(=O)(=O)c1ccc2c(c1)CC(C)N2C(=O)C1CC1 (configuration not stated) was read as AID2073 8.1%, SIAH1 antagonists -0.1% and LYP inhibition -11.3%.
For N#CCS(=O)(=O)c1ccccc1 the results were AID2073 11.3%, SIAH1 antagonists 0.1% and LYP inhibition -18.8%.
`O=C(C1=C(O)C(=O)N(CCN2CCOCC2)C1c1ccc([N+](=O)[O-])cc1)c1cc2ccccc2o1` (configuration not stated) gave AID2073 -12.5%, SIAH1 antagonists 0.7% and LYP inhibition -3.0%.
Cc1ccc(C)c(CN2CCSCC2)c1 was read as AID2073 -4.4%, SIAH1 antagonists -0.4% and LYP inhibition -6.3%.

The list is partial, so the mix of outcomes need not match the whole.
